Compound activity deposited in PubChem BioAssay by Broad Institute.
miR122 inh: miR-122 Renilla sensor signal increase in Huh7, primary screen, miR-122 inhibitor project, cell-based, single point, plate reader; Huh7 miR-122 Renilla luciferase sensor, 48 h; neutral wells = 0, positive control = 100; activation (reporter increase), % at 12.5 µM; hit rate 0.3% among 340,000; AID 602342, 2012;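 active = mean replicate activation score at least 90 and every replicate individually at or above 90; inconclusive = only one of the two criteria met; inactive = neither criterion met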;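 note: higher luciferase means less miR-122 activity so hits act as miR-122 inhibitors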
Statin myotox sup: suppressors of statin myotoxicity in C2C12 myotubes, primary screen, cell-based, single point, plate reader. C2C12 myotubes + simvastatin, ATP luminescence, 48 h; scaled: DMSO 0, geranylgeraniol control 100. hit rate 0.78% among 330,000. rescue of ATP level, % at 7.49 µM;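 active = mean ATP rescue above about 67%, or every replicate alone reaching that limit, limit read from the data, passing the limit was not always enough; inconclusive = no clear call, values can overlap the other calls; inactive = mean under the limit and some replicate under it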;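 note: myotubes were challenged with 10 µM simvastatin during compound exposure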
ERp5 inh: inhibitors of ERp5-driven insulin aggregation, primary screen, biochemical, turbidity, absorbance 650 nm, single point. inhibition, % at 9.99 µM. 90 min. AID 651711, 2012. hit rate 0.05% among 350,000. Protein disulfide-isomerase A6 (Homo sapiens), Q15084;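 active = mean replicate inhibition above about 25%, with every replicate also reaching it, limit read from the data, passing the limit was not always enough; inconclusive = only one of those two criteria met; inactive = neither criterion met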
Target sequence (Q15084 whole entry, looked up): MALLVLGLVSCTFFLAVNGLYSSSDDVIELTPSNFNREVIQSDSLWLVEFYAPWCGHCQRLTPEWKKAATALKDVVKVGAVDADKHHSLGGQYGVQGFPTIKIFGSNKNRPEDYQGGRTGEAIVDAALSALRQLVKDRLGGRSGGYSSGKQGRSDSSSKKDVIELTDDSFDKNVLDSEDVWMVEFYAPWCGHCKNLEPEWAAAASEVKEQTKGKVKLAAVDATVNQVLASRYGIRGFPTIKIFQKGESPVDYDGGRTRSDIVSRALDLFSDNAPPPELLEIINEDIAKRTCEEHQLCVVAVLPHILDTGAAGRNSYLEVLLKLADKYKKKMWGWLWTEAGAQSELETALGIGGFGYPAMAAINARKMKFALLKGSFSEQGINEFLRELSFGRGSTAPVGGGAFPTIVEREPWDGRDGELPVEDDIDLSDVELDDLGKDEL
esBAF inh: Bmi1 luciferase reporter increase in mESCs, primary screen, esBAF inhibitor project, mouse ES cells, Bmi1 luciferase knock-in, single point | 24 h; 100% = twice the neutral-well signal | reporter increase, % at 12.5 µM | hit rate 2% among 350,000; in the data active = activation above about 40%; inconclusive = no clear call, values can overlap the other calls;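 note: 0% = median of the plate's neutral control wells and 100% = double that signal; a rise in the Bmi1 reporter signal indicates esBAF inhibition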
SIRT5 inh: SIRT5 desuccinylase inhibitors, primary screen, biochemical, fluorescence imaging, single point, set 5; NAD-dependent protein deacylase sirtuin-5, mitochondrial (Homo sapiens), Q9NXA8; Purified SirT5, succinyl-peptide AMC, trypsin-coupled fluorescence; hit rate 1.1% among 330,000; inhibition, % at 15 µM; in the data active = inhibition above about 15%; inconclusive = no clear call, values can overlap the other calls
Target sequence (Q9NXA8 whole entry, looked up): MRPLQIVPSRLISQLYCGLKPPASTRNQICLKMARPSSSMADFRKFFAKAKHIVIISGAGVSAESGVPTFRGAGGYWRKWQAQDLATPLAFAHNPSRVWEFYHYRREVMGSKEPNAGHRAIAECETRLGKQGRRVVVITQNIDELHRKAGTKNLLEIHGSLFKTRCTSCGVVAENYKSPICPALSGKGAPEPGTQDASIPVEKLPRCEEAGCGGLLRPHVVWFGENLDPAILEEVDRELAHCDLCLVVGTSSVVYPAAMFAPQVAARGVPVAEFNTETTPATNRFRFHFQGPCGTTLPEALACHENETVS
ARNT TACC3 PPI: disruptors of ARNT/TACC3 protein interaction, primary screen, biochemical, AlphaScreen, single concentration; Transforming acidic coiled-coil-containing protein 3 (Homo sapiens), Q9Y6A5; AlphaScreen His-ARNT PAS-B/GST-TACC3 binding, luminescence; TACC3 fragment carries E629A point mutation; AID 623870, 2012; inhibition, % at 9.99 µM; hit rate 0.66% among 390,000;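 active = mean inhibition of replicates at least 50% and at least half of replicates each reaching 50%; inconclusive = half or more replicates reach 50% but mean below 50%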;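 note: 0% = complete ARNT plus TACC3 wells and 100% = ARNT alone without TACC3; many hits fall short of the cut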
Cneo AK release: Cryptococcus neoformans cell lysis inducers, primary screen, AK release luminescence, single concentration; C. neoformans lysis, adenylate kinase release luminescence, 4 h; normalised: neutral wells 0, clomiphene wells 100; lysis activity, % at 15 µM; hit rate 0.2% among 360,000; AID 651654, 2012;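 active = mean lysis activity across replicates of at least 80%, whatever share of replicates individually reach that level; inactive = mean lysis activity below 80%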
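Material – log-phase Cryptococcus neoformans yeast cells · Input – 5 × 10^6 yeast cells/mL · Medium – fresh YPD growth medium · Doses – single compound concentration per well · Timing – static 4 h at 37 °C with compound, 1 h detection · Detection – adenylate kinase release luminescence · Read-out – signal increase indicating cell lysis · Control set – Clomiphene as positive lysis control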
An asterisk follows results filed as active; ? = inconclusive; . = not tested or not shown; & = joins results of further samples; [ ] = remark or other dose.

canonical_smiles	miR122 inh	Statin myotox sup	ERp5 inh	esBAF inh	SIRT5 inh	ARNT TACC3 PPI	Cneo AK release
COc1ccc(NC(=O)CN2C(=O)COc3ccc(S(=O)(=O)N4CCOCC4)cc32)cc1	-2	7	4	1	-1	-1	-2
CC1Sc2ccc(S(=O)(=O)CCC(=O)N3CCN(c4ccccc4F)CC3)cc2NC1=O (stereo not drawn)	0	-14	-2	0	-5	-5	1
C[C@H](CO)N1C[C@H](C)[C@H](CN(C)Cc2ccc(Oc3ccccc3)cc2)Oc2cc(-c3ccncc3)ccc2S1(=O)=O	-5[16.7 µM]	-71	-4	-19	1	-3	-6
O=C(C1CCOCC1)N1CC[C@@H]2[C@@H](CO)Nc3ccc(-c4cccc(F)c4)cc3[C@@H]21	5[16.7 µM]	-4	-4	-3	-6	-2	-6
Cc1ccc2nsnc2c1NC(=O)COc1ccccc1	-2	-1	2	-4	1	-4	-2
Cc1nn(CC(=O)Nc2ccc(Cl)cn2)c(C)c1[N+](=O)[O-]	-11	4	.	-5	.	11	2
Cn1c(Oc2ccc(F)cc2)c(C=O)c2ccccc21	3	.	3	.	-2	6	.
CC(=O)NC12CC3CC(C1)CC(C(=O)N1CCN(S(=O)(=O)c4ccc(Cl)s4)CC1)(C3)C2	-2	-8	3	-3	-2	-7	-2
N#CCCSc1ccccc1NC(=O)c1cc(=O)c2ccccc2o1	5	2	-3	-2	-2	6	-2
CCOc1ccc(-c2n[nH]c(=S)o2)cc1	.	.	3	.	-3	-7	.
CC[C@@H](C)[C@@H]1CN([C@@H](CN2CCC[C@H]2CN2C(N)=NC[C@H]2C(C)C)C(C)C)C(=N)N1CCc1ccc(Cl)c(Cl)c1	-7	-12	.	-8	.	6	3
COc1ccc(NC(=O)CN(C)C(=O)c2cc(S(=O)(=O)N(C)C)ccc2N2CCCC2)cc1	.	16	-4	-3	-1	.	.
NC(=O)COn1c(SCC(N)=O)nc2ccccc2c1=O	0	.	9	.	-7	-3	4
COc1ccc(-c2cc(C(F)(F)F)nc(SCCC(=O)N3CCN(C)CC3)n2)cc1	.	.	3	.	0	-3	.
CO[C@@H]1CN(C)C(=O)c2cc(NC(C)=O)ccc2OC[C@@H](C)N(C(=O)C2CC2)C[C@@H]1C	-21[16.7 µM]	1	-3	-1	-3	-5	0
COc1ccc(N(C)S(=O)(=O)c2ccc(Cl)c(C(=O)NNC(=O)c3ccccc3O)c2)cc1	-2	15	5	-3	-3	14	-2
O=C(C1CCN(S(=O)(=O)c2cccs2)CC1)N1CCN(Cc2ccccc2)CC1	.	.	-1	.	-2	-2	.
C[C@H]1CN([C@@H](C)CO)C(=O)Cc2cc(NC(=O)C3CCCCC3)ccc2O[C@@H]1CN(C)S(=O)(=O)c1ccc(F)cc1	-6[16.7 µM]	11	-1	0	3	-18	-1
O=C(c1cc2ccccc2o1)N1CCN(Cc2ccc3c(c2)OCO3)CC1	.	.	0	.	-4	-11	15
Cn1c(Cn2c(=O)sc3ccccc32)nnc1SCC(N)=O	-2	0	1	-1	.	.	-1
CCCc1cc(N2CCN(C(=O)c3ccco3)CC2)n2c(nc3ccccc32)c1C#N	-7	-7	.	-5	.	15	-1
CO[C@H]1CN(C)C(=O)c2cc(NC(C)=O)ccc2OC[C@@H](C)N(C(=O)C2CCC2)C[C@@H]1C	-1[16.7 µM]	1	-1	0	-5	4	-2
CC1CCN(C(=O)C(=O)Nc2sc3c(c2C(N)=O)CC(C)(C)OC3)CC1	-8	-8	-3	-3	-1	4	0
O=C(/C=C/c1cccc(F)c1)NCCCn1ccnc1	-2	-2	2	-7	-3	5	0
Cc1ccc(S(=O)(=O)N2CCN(C(=O)c3cc(C4CC4)nc4c3cnn4C(C)C)CC2)cc1	18	20	.	0	1	3	-1
Nc1nc(SCC(=O)NCCO)nc2sc3c(c12)CCCC3	.	-1	2	10	-1	-1	.
CCn1nnnc1SCC(=O)N1CCc2ccccc21	-2	.	.	.	.	-4	-1
O=C(c1ccc(Cl)cc1)C1CCCN(C(=O)c2csnn2)C1 (stereo not drawn)	.	.	0	.	112*	-17	.
CCC(C)C(NC(=O)C(C)NC(=O)CNC(=O)OC(C)(C)C)C(N)=O (stereo not drawn)	-2	-5	0	0	-1	.	.
COc1cccc(C2=CC(=O)C[C@H](c3ccc(F)cc3)C2)c1	-4	3	0	2	.	-3	-1
Cc1ccc(NC(=O)c2cccc3cccnc23)cc1	12	-4	-2	64*	1	-14	-2
COc1cc(/C=C/C(=O)OCC(=O)Nc2sc3c(c2C#N)CCC(C)C3)ccc1OCC#N (stereo not drawn)	.	.	6	.	15*	-11	.
C=CCNC(=O)/C(C#N)=C/c1ccccc1[N+](=O)[O-]	.	.	-1	.	0	-3	.
C[C@@H]1CN([C@@H](C)CO)C(=O)c2cc(C3=CCCC3)cnc2O[C@H]1CN(C)Cc1ccccc1C(=O)O	-1[16.7 µM]	21	-1	-6	3	-4	-4
CN(C)C(=O)C[C@@H]1C[C@@H]2c3cc(NC(=O)NC4CCCC4)ccc3O[C@@H]2[C@H](CO)O1	2[16.7 µM]	2	-3	-6	4	-3	-2
Cc1ccc(NC(=O)CCCNC(=O)c2ccc(Cl)cc2)c(Br)c1	4	-9	1	5	-2	11	-9
COc1ccc(N2C(=O)C(Cl)=C(N3CCCC(C)C3)C2=O)cc1 (stereo not drawn)	-6	21	.	0	.	12	-1
Cc1ccsc1C1C(C#N)=C(N)N(N(C)C)C2=C1C(=O)CCC2 (stereo not drawn)	4	1	1	-4	-1	-16	-4
O=C(Nc1ccccc1F)N1CCCCN2[C@@H](CO)[C@@H](c3ccc(C4=CCCC4)cc3)[C@@H]2C1	-5[16.7 µM]	-14	.	0	.	0	-2
Cc1ccc(S(=O)(=O)N2C[C@H](O)COC[C@H]3O[C@H](CC(=O)N[C@H]4CCN(Cc5ccccc5)C4)CC[C@@H]32)cc1	-2[16.7 µM]	-6	3	5	-2	-5	7
COc1ccc2ccccc2c1CNCCN1CCOCC1	-1	7	3	-5	-2	-11	1
CCC(c1nnnn1C(C)(C)CC)N(CCCO)Cc1cc2cc(C)cc(C)c2[nH]c1=O (stereo not drawn)	38	-1	.	-4	.	-3	0
CO[C@H]1CN(C)C(=O)c2ccc(NC(=O)C3CC3)cc2OC[C@H](C)N(Cc2nccs2)C[C@@H]1C	-5[16.7 µM]	-1	-1	-1	-2	-4	0
O=C(O)c1cc2c(cc1Cl)N1CCCCCC1=NS2(=O)=O	.	.	0	.	5	-5	.
COC(=O)C1CCN(C(=O)c2c(-c3ccccc3Cl)noc2C)CC1	9	-3	.	0	.	-5	-18
COc1ccc(CCN(C(=O)c2snc(C(N)=O)c2N)C(C(=O)NCC2CCCO2)c2ccc(F)cc2)cc1OC (stereo not drawn)	.	5	5	1	-3	0	4
C[C@H]1CN([C@@H](C)CO)C(=O)Cc2cc(NC(=O)Cn3cnnn3)ccc2O[C@@H]1CN(C)Cc1ccccc1	-3[16.7 µM]	32	-3	-1	.	-7	-2
COCC(=O)N(C)C[C@@H]1Oc2cc(-c3ccccc3)ccc2S(=O)(=O)N([C@H](C)CO)C[C@@H]1C	-5[16.7 µM]	0	1	-3	-3	5	-3
COc1ccc(C(C(=O)NC2CCCC2)N(CCN2CCOCC2)C(=O)c2ccc(OC)c(OC)c2)cc1 (stereo not drawn)	-4	22	.	11	.	-31	-1
Cc1ccc(C(=O)NC2CC(C)(C)NC(C)(C)C2)cc1	-2	4	?	-3	0	-4	2
O=C(O)C1CC1(c1ccccc1)c1ccccc1 (stereo not drawn)	1	19	4	-10	-2	-1	-4
CC(C)CN1CCC(=O)N([C@H](COc2ccccc2)c2ccccc2)CC1	-5	-9	4	-2	.	1	1
COc1ccc(C(=O)NCc2nnc(SCC(=O)N3CCC(C)CC3)o2)cc1	.	.	-3	.	4	-2	.
COc1ccc(-n2cnnc2SCC(=O)Nc2cc(S(=O)(=O)N3CCCCC3)ccc2C)cc1	-3	.	.	.	.	6	-3
CO[C@@H]1CN(C)C(=O)c2ccc(NC(=O)C3CCCC3)cc2OC[C@@H](C)N(Cc2ccc(F)cc2)C[C@H]1C	.	40	-3&-4	5	4&1	-8	0
CC(C)(C)[S@](=O)N1Cc2cc(C(=O)NCc3ccncc3)nc(-c3cccc(-c4cccc(C#N)c4)c3)c2[C@@H]1CCO	.	-16	-4	1	-1	2	14
CC(C)C(=O)Nc1c(C(=O)c2ccc(F)cc2)oc2ccccc12	0	0	-3	-8	-2	1	1
CC(C)C[C@H]1CN=C(Nc2ccccc2)N1CC1CCCCC1	-2	-16	-3	-13	8	1	5
CNC[C@H]1Oc2c(NC(=O)c3ccc(-c4nccs4)cc3)cccc2C(=O)N([C@@H](C)CO)C[C@H]1C	-3[16.7 µM]	-6	-5	3	0	1	1
Cc1cc2ccccc2n1CCNC(=O)C1CCCCC1	-5	-21	4	27	-11	-4	0

(list continues)
canonical_smiles	miR122 inh	Statin myotox sup	ERp5 inh	esBAF inh	SIRT5 inh	ARNT TACC3 PPI	Cneo AK release
CC(C)C(=O)Nc1cccc(S(=O)(=O)c2cccc(NC(=O)C(C)C)c2)c1	12	2	.	-5	.	19	21
CC(C)c1ccc(S(=O)(=O)c2ccc(NN)cc2)cc1	7	8	-6	1	-7	-7	.
CCCN1C[C@H](C)[C@@H](OC)CN(C)C(=O)c2cc(NC(=O)c3ccccc3F)ccc2OC[C@@H]1C	-6[16.7 µM]	14	0	3	4	-6	0
CCCN(C)C[C@H]1Oc2cc(C#CCC3CCCC3)ccc2S(=O)(=O)N([C@H](C)CO)C[C@H]1C	1[16.7 µM]	12	.	-8	.	.	.
N#C/C(=C\c1ccc(OCc2ccccc2)cc1)C(=O)Nc1nc2c(s1)CCN(Cc1ccccc1)C2	-1	.	.	.	.	1	-1
CC(=O)c1sc(Nc2ccc(Oc3ccccc3)cc2)nc1C	-3	0	-5	77*	-1	.	-21
CN(C)c1ccc(C2N(C(=O)N3CCOCC3)CCN2S(=O)(=O)c2ccccc2)cc1 (stereo not drawn)	31	1	.	-1	.	-4	-2
CN1CCN(CCCCOc2ccccc2C=O)CC1	-2	-10	1	4	-1	15	4
COc1ccc([C@H]2CC(=O)C=C(c3ccc4c(c3)sc3ccccc34)C2)cc1	-2	6	2	8	.	0	0
COc1ccc2cc3c(N)nn(C(=O)C4CCC(C(C)(C)C)CC4)c3nc2c1 (stereo not drawn)	5	18	3	-8	.	2	0
Cc1cc(C)cc(NC(=O)CSc2nnc(-c3ccc(S(=O)(=O)N4CCCC4)cc3)o2)c1	0	-7	.	-5	.	-7	-2
CC(C)(C)C(=O)c1no[n+]([O-])c1/C(=N/O)C(C)(C)C	.	-3	1	-2	0	15	-2
CN(C)S(=O)(=O)c1cccc(C(=O)NCC2CCCO2)c1 (stereo not drawn)	1	8	.	-5	.	-3	-3

Outcome played no part in choosing rows; 4% or so of the library scored in one or more.
